Screening data: PubChem BioAssay, several laboratories
GALR2 antag: antagonists of human galanin receptor 2 (GALR2). O43603. GALR2-expressing cells, antagonist mode. AID 828. 140,000 compounds, 0.39% hits. inhibition, % at 4 µM; in the data active means inhibition above about 27%;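 further: cells stimulated with galanin 1-16 at roughly its EC80; 0% = agonist challenge control and 100% = basal control without agonist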
Target sequence (O43603 whole entry, looked up): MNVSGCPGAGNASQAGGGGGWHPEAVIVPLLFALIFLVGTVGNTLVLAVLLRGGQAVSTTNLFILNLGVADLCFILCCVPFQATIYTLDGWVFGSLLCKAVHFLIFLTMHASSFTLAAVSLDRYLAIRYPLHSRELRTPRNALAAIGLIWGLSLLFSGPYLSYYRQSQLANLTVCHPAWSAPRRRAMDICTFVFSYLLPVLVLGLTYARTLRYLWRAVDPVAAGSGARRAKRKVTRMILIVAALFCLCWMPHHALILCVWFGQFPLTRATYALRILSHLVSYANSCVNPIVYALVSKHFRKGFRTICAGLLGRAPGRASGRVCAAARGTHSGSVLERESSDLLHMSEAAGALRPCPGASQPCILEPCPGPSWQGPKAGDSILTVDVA
BB579 growth dn: chemicals that inhibit yeast BB579 growth in restrictive medium (lifespan-shortening candidates) | S. cerevisiae BB579 growth, OD615, 48 h | 140,000 compounds, 0.51% hits | inhibition, % at 10 µM;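 active means inhibition above a set limit, 3 SD over the mean compound inhibition, cut at about 44% in these data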; further: inactives centre near -24
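Test system: S. cerevisiae DeaD strain BB579 yeast; Medium: restrictive CSMM-D medium; Compound: one dose, 10 µM compound with 0.25% DMSO; Incubation: 4 h cell preincubation, 48 h compound exposure, 30 °C humidified; Signal: OD at 615 nm; Benchmarks: amphotericin B at 10 µg/mL as positive control.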
Yeast lifespan up: extends the lifespan of yeast | S. cerevisiae growth with nicotinamide, OD615; deaD strain in restrictive glucose medium | inhibition of the nicotinamide effect, % at 10 µM | 130,000 compounds, 0.68% hits | AID 775;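 active means inhibition above a set limit, placed 3 SD over the median of all compounds, cut at about 26% in these data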;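 further: 0% = nicotinamide-treated wells and 100% = cells grown without nicotinamide; some compounds called inactive have numbers as strong as hits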
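System: DeaD-strain S. cerevisiae / Buffer or medium: CSMM-D, restrictive glucose (dextrose) synthetic minimal medium / Probe or stimulus: nicotinamide, 1.5 mM, co-present with compound / Compound: one concentration, 10 µM, DMSO 0.25% / Incubation: 48 h compound exposure at 30 °C, humidified / Technique: optical density (absorbance) at 615 nm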
bCat KO growth: beta-catenin-lacking colon tumor cell growth suppression | HCT116 beta-catenin knockout viability, CellTiter-Glo, 60 h; stronger effect = lower value | viability, % at 10 µM | 140,000 compounds, 1.5% hits;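 active means viability at or under a set limit, the compound median less 4 SD, cut at about 6% in these data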;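 further: 0% = Hyamine 1622 control at 20 µM and 100% = untreated cell control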
MRP1 act: activators of MRP-1; H69AR cells + doxorubicin, viability rescue, CellTiter-Glo; viability increase, % at 10 µM; 140,000 compounds, 0.61% hits; AID 799;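 active means viability gain under doxorubicin at or above a set limit, the compound median plus 3 SD, cut at about 4.7% in these data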;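 further: MRP-1 overexpressing cells given doxorubicin 25 µM after compound pretreatment; 18-22 h compound pretreatment then 72 h with doxorubicin before readout; 0% = doxorubicin-only wells and 100% = vehicle-treated cells without doxorubicin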
Measles CPE: protection of cells from measles virus | Measles virus-infected cells, CPE protection, absorbance | protection (pct of control), % at 4 µM | 140,000 compounds, 1.5% hits | AID 841; in the data active means protection mostly above about 24%, no sharp cut-off; inactive means mostly below about 26%; further: some compounds called inactive have numbers as strong as hits
Phagocytosis inh: blocks phagocytosis by macrophages | J774A.1 macrophage IgG-bead phagocytosis, imaging | inhibition, % at 5 µM | 110,000 compounds, 0.07% hits;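 active means inhibition above the mean of the plate negative controls plus 5 SD, cut at about 13% in these data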;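 further: phagocytic index as fraction of beads internalized from green versus red external bead signal; plate controls were DMSO negative control for no effect and cytochalasin-D positive control for full effect; some results beyond the cut were filed as inactive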
E-sel TNF inh: blocks E-selectin expression induced by TNF alpha. HUVEC TNFa-induced E-selectin immunofluorescence, high content. inhibition, % at 2 µM. 120,000 compounds, 0.71% hits;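 active means inhibition above the batch mean plus 3 SD, and confirmed as a hit on visual image review, cut at about 43% in these data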;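 further: 0% = TNF-stimulated DMSO wells and 100% = unstimulated control wells; not every result past the cut was called active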
NPY-Y2 antag: blocks the human neuropeptide Y Y2 receptor. P49146. NPY-Y2 expressing cells, antagonist mode. inhibition, % at 2.7 µM. 140,000 compounds, 0.99% hits; in the data active means inhibition above about 17%;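 further: 0% = vehicle with agonist challenge and 100% = reference antagonist with challenge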
Target sequence (P49146 whole entry, looked up): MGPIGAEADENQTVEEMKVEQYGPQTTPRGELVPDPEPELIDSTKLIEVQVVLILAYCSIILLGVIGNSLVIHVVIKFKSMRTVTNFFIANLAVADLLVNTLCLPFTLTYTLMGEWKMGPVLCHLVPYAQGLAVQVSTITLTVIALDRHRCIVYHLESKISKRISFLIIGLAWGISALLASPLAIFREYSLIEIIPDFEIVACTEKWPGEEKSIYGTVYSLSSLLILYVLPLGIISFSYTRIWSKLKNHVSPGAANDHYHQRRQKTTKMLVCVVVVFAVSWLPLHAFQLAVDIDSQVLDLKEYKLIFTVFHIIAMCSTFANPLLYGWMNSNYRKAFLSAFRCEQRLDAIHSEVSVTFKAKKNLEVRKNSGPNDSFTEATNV
HCT116 PTEN-null: PTEN-deleted cell growth suppression; viability, % at 10 µM; HCT116 PTEN-null viability, CellTiter-Glo, 60 h; stronger effect = lower value; 140,000 compounds, 1.2% hits; AID 827;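 active means viability at or below a set limit, 4 SD under the median of all tested compounds, cut at about 3.7% in these data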;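 further: PTEN knockout HCT116 line with beta catenin targeted HCT116 as companion control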
Numbers without * were called inactive; · = no result given.

SMILES	GALR2 antag	BB579 growth dn	Yeast lifespan up	bCat KO growth	MRP1 act	Measles CPE	Phagocytosis inh	E-sel TNF inh	NPY-Y2 antag	HCT116 PTEN-null
C/C(=N\NC(=O)c1ccccc1)c1ccc(N2CCCCC2)cc1	-10	-39	1	88	-0.1	5	-3	·	0	105
CC1=CC(C)(C)N(C(=O)c2ccccc2)c2ccc(C)cc21	-5	-50	-2	81	-2.8	17	·	1	11	88
Cc1ccc(C(=O)NCCCNCCCN(C)C)cn1	-4	-32	-1	92	0.5	14	0	10	3	110
CCOC(=O)C1CCN(S(=O)(=O)c2ccc(-n3cnnn3)c(C)c2)CC1	3	-28	-12	99	-3.4	25	0	-22	2	93
Cc1c(C)c2cc(Cl)c(O)c(CN3CCN(C)CC3)c2oc1=O	1	-16	-7	90	-2.3	10	0	·	1	101
O=C(Nc1ccc(F)cc1)C1CCCN(S(=O)(=O)c2cccc3cccnc23)C1 (configuration not stated)	-5	13	-8	77	-1.4	27	0	16	-2	83
O=[N+]([O-])C(/C=C(\Cl)[N+](=O)[O-])=C1N(Cc2ccc(Cl)nc2)CCN1Cc1ccc(Cl)nc1	-12	-22	-12	77	-3.7	2	·	2	1	82
Cc1cc(C)n2nc(C(=O)Nc3ccc(N4CCOCC4)cc3)nc2n1	-27	-47	-16	93	0.1	6	0	10	-2	99
Cc1nc2ccc(NC(=O)C3CCN(S(=O)(=O)c4cccs4)CC3)cc2s1	-26	-55	-17	75	-1.0	·	1	72*	1	70
CCn1c(COc2ccccc2C)nnc1SCC(=O)N1CCCCC1	-4	-9	-13	92	-0.5	14	-4	·	2	88
CCCCCC(=O)N1CCN(CCN=CC2=C(O)CC(c3ccc(OC)c(OC)c3)CC2=O)CC1 (configuration not stated)	-5	-24	165*	96	1.9	11	-2	·	-1	99
CCN(c1ccc(NC(=O)COC(=O)c2ccc(S(=O)(=O)N3CCCC3)cc2)cc1)C(C)C	2	-36	-30	91	0.5	20	3	·	-2	96
O=c1[nH]c(N2CCN(c3ccccc3)CC2)nc2c1CCCC2	6	-21	-5	106	2.0	7	0	-24	3	107
COC(=O)c1sc(NC(=S)NC(=O)c2ccccc2Cl)nc1C	2	6	1	103	4.3	6	5	·	1	94
Cc1cc(C(=O)NP(=O)(N2CCOCC2)N2CCOCC2)c(C)n1-c1ccc(N(C)C)cc1	13	-32	-8	96	-0.7	18	-12	9	2	87
Cn1nnc(NC(=S)NC(=O)c2cccs2)n1	-3	-26	-8	94	-0.8	6	-3	21	0	101
CCN(CC)S(=O)(=O)c1ccc(Nc2cc(C)nc3ncnn23)cc1	-7	-23	-4	81	-1.8	36	-2	4	0	86
Cn1c(Cc2csc(N)n2)nnc1SC/C=C/c1ccccc1	2	-20	-7	100	-2.5	15	0	-8	1	97
CN1CCN(C(=O)C2(NC(=O)Nc3cccc(F)c3)CCCCC2)CC1	-7	-46	-2	92	-0.5	1	-1	-4	1	96
CCOc1ccc(C(=O)Nc2ccccc2N2CCCC2)cc1	17	-14	-20	73	-2.4	3	·	3	3	69
COc1cccc(C(=O)NCC2CCN(c3ccc(S(=O)(=O)N4CCOCC4)cc3)CC2)c1	0	-3	-13	81	-1.5	4	-1	-7	2	78
O=S(=O)(c1ccc(N2CCN(c3ccc(F)cc3)CC2)cc1)N1CCCC1	-9	-32	-4	90	-2.5	5	-1	11	1	85
O=c1[nH]c(CN2CCN(S(=O)(=O)c3ccc4c(c3)OCCO4)CC2)nc2sc3c(c12)CCCC3	-2	-14	-1	54	2.4	3	-10	·	-1	65
O=C(NCCc1c[nH]c2ccccc12)c1cnc2n(c1=O)CCS2	9	-37	-4	92	-3.6	4	·	-23	1	94
Cc1cc(C(=O)OCCN2C(=O)c3ccccc3C2=O)c2ccccc2n1	1	-24	-20	96	-2.8	3	·	·	5	99
CCn1c(SCC(=O)Nc2ccccc2)nnc1-c1ccc(S(=O)(=O)N2CCOCC2)cc1	2	-61	-5	97	0.4	9	-2	-6	6	89
CCc1ccc(OCC(=O)Nc2cccc3c2CCCC3)cc1	1	-17	-2	89	-0.5	21	-4	·	15	98
Cc1cc(C(=O)N2CCN(c3ccccn3)CC2)no1	7	-37	-5	105	0.9	7	-2	-22	2	93
CC1(C)CC(=O)C(C=NCCN2CCN(C(=O)c3ccccc3)CC2)=C(O)C1	-3	-75	7	98	-0.4	6	0	·	1	112
O=C(COC(=O)c1cc2ccccc2oc1=O)c1cccc([N+](=O)[O-])c1	5	-30	-2	94	0.8	12	·	-4	1	96
CC(=O)Nc1ccc(SCC(=O)c2cc(C)n(-c3ccccc3)c2C)cc1	-5	-15	5	79	4.7	24	-11	·	-1	72
Cc1c(C)n(Cc2ccccc2)c2ncnc(N)c12	6	-16	-9	83	-1.1	17	1	·	3	76
O=C(C1=COCCO1)N1CCN(S(=O)(=O)c2cccc(Cl)c2Cl)CC1	-8	-39	1	95	0.6	6	-1	29	0	99
CN(C)c1ccc(C(=O)OCc2ccccc2)cc1	-6	21	-11	100	3.0	7	0	10	8	97
Cc1ccc(NC(=O)CSc2nnc(-c3cnccn3)n2-c2ccccc2)cc1	-4	-14	-15	92	-1.9	10	-2	1	1	86
CCc1nc(-c2ccc(C)nc2OC)no1	-22	3	-21	98	-1.6	26	-1	14	6	98
CS(=O)(=O)N1CCN(Cc2ccc(C(F)(F)F)cc2)CC1	15	-30	2	87	0.8	13	2	-2	1	86
O=C1CC(C(=O)NCc2ccccc2)N=C(N2CCCCC2)N1 (configuration not stated)	1	-6	-2	77	-0.9	20	-2	-27	0	94
C=CCSc1nc(C)c(CC(=O)OCCCC)c(=O)[nH]1	7	-13	5	96	-2.8	20	0	·	3	94
CCOc1ccc(C(C)=O)cc1CSc1nnc(-c2cccs2)n1CC1CCCO1 (configuration not stated)	11	-98	-3	78	-0.8	18	0	·	5	80

The closing two records of the section above come first, to join the parts.
SMILES	GALR2 antag	BB579 growth dn	Yeast lifespan up	bCat KO growth	MRP1 act	Measles CPE	Phagocytosis inh	E-sel TNF inh	NPY-Y2 antag	HCT116 PTEN-null
C=CCSc1nc(C)c(CC(=O)OCCCC)c(=O)[nH]1	7	-13	5	96	-2.8	20	0	·	3	94
CCOc1ccc(C(C)=O)cc1CSc1nnc(-c2cccs2)n1CC1CCCO1 (configuration not stated)	11	-98	-3	78	-0.8	18	0	·	5	80
O=C(Cc1cccs1)NCc1ccc(F)cc1	-8	-14	-8	104	-2.4	12	1	-16	6	109
CCCCn1c(-c2ccco2)n[nH]c1=S	16	-32	0	89	-1.0	9	-1	11	6	102
CCc1c(OC(C)=O)c2ccccc2n(C)c1=O	-10	-18	-7	88	-2.1	21	-2	3	3	94
O=C(COC(=O)c1cncc(Br)c1)NCC1CCCO1 (configuration not stated)	-3	-34	-2	95	-0.2	16	0	·	1	108
CCOC(=O)c1cnc2ccccc2c1NCCO	21	-26	-6	98	-2.6	4	0	-16	1	91
CCOC(=O)COc1ccccc1/C=C1/NC(=O)NC1=O	4	-2	1	101	-1.5	8	-3	4	2	101
COc1ccc(OC)c(C2c3c(oc4ccccc4c3=O)C(=O)N2CCCN(C)C)c1 (configuration not stated)	17	-62	-6	90	0.1	6	-1	13	0	106
Cc1ccc(-c2nc(CS(=O)(=O)CC(=O)N3CCc4ccccc4C3)c(C)o2)cc1	10	-6	-2	64	-0.2	14	0	-18	6	74
CSCCC(NS(=O)(=O)c1ccc(Cl)cc1)C(=O)OCC(=O)c1ccc(F)cc1 (configuration not stated)	21	-25	36*	89	-1.2	16	-7	·	1	91
CCn1c(SCC(=O)c2ccc(Br)cc2)nnc1C(C)NC(=O)Cc1ccc(OC)cc1 (configuration not stated)	2	-23	6	86	-2.7	11	0	10	1	84
N#Cc1sc2nc(-c3cccs3)cc(-c3ccc(F)cc3)c2c1N	9	-43	-1	85	-2.4	24	·	·	6	77
COC(=O)CCC(=O)N1CCc2cc(S(=O)(=O)N3CCN(c4ccccc4Cl)CC3)ccc21	5	-3	-5	87	-2.4	32	0	·	7	85
O=C(O)Cn1c(SCCOc2ccccc2F)nc2ccccc21	4	13	-19	102	-1.4	4	-3	-32	2	99
CCOc1ccc(NS(=O)(=O)c2ccc3c(c2)CCN3C(=O)C2CCC2)cc1	8	-80	-1	82	0.1	15	-1	8	7	101
CCOC(=O)c1ccc(NC(=O)COC(=O)c2cccc(Oc3ccccc3)c2)cc1	-17	-50	8	92	-0.1	4	-3	0	8	95
O=C(NCc1ccc2c(c1)OCO2)C1CCC(CNS(=O)(=O)c2ccc(Cl)cc2)CC1 (configuration not stated)	-3	-7	-13	102	-1.5	12	0	0	3	92
c1ccc(N2CCN(Cc3cn4cccnc4n3)CC2)cc1	-8	-29	-2	99	1.1	17	0	·	3	93
O=C(NC1CCCC1)C(c1ccccc1)N(C(=O)c1ccco1)C1CCCC1 (configuration not stated)	2	-1	·	79	-1.1	14	·	5	6	90
O=C(NC1CCN(C(=S)NCc2ccco2)CC1)c1ccc(F)cc1	6	20	-5	81	-1.3	6	·	25	1	74
CCOC(=O)CN1C(=O)C(=O)c2cc(C)ccc21	14	-30	-6	21	-3.5	0	·	7	-1	33
O=C(Nc1ccc(N2CCCC2)cc1)c1ccc2ccccc2c1	-7	-9	-2	78	-0.9	22	-1	-18	-3	83
Nc1c(C(=O)NCc2ccco2)nnn1CC(=O)Nc1ccccc1	3	-27	-3	83	-4.5	6	1	13	0	82
Cc1nc2nc(SCC(N)=O)[nH]c2cc1Br	1	-39	-12	105	-1.4	7	2	-32	-1	101
CC(=O)N1CCN(Cc2nc3cc(NC(=O)c4ccc(Cl)cc4)ccc3n2C)CC1	0	-15	8	65	-3.3	8	1	13	-2	67
OC(COc1ccc(OCc2ccccc2)cc1)CN1CCOCC1 (configuration not stated)	5	12	-5	84	-1.0	5	-3	-15	2	93
CCC(C)(C(=O)NC1CCCCC1)N(C(=O)c1ccccn1)c1ccc(C)cc1 (configuration not stated)	-8	-68	56	96	-0.9	22	-2	-23	4	101
O=C(c1ccc(CSc2nc3ccncc3[nH]2)cc1)N1CCCCC1	8	-23	12	86	-1.1	3	·	-5	1	105
CC(C)CCNC(=S)Nc1ccc2nc3n(c(=O)c2c1)CCCCC3	5	-25	2	76	-2.8	13	2	-1	0	82
O=C(Nc1ccc(N2CCN(C(=O)c3ccccc3)CC2)c(Cl)c1)c1cccnc1	0	-21	-26	50	-2.9	2	-2	-9	0	60
CSc1nc(C)c(C(=O)Nc2ccccc2)c(C)c1C#N	-1	-70	-12	84	-1.3	2	0	-39	6	80
CCOc1cc2[nH]c(=S)n(CCN3CCCCC3CC)c(=O)c2cc1OCC (configuration not stated)	-9	-34	7	76	-4.2	13	0	4	10	68
CCOc1nc2c(c(=O)n(C)c(=O)n2C)n1Cc1ccccc1Cl	6	-36	-2	71	-4.3	26	0	4	3	74
